Screening data: PubChem BioAssay, several laboratories
DAGLB inhibitor – diacylglycerol lipase beta (human) inhibition; 0.059% of 340,000 active; AID 504411; inhibition, % at 5.17 µM; HEK293T DAGLB membrane lysate, EnzChek fluorogenic substrate; Q8NCG7; in the data active means inhibition above about 34%;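 further: 0% = enzyme with vehicle and 100% = wells lacking enzyme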
CDK5 inh – blocks human CDK5/p35 kinase activity; Recombinant CDK5/p35, ADP-Glo luminescence, 60 min; 0.01% of 330,000 active; inhibition, % at 10 µM; AID 488839;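 active means highest replicate inhibition of at least 50% and at least 75% of replicates reaching 50%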;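 further: plate controls were DMSO neutral control for no effect and GW8510 at 10 µM for full effect; many of its hits are not listed in these tables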
SUMO Mot1 rescue – SUMOylation pathway inhibition by Mot1-301 growth rescue. 1% of 320,000 active. S. cerevisiae Mot1-301 growth rescue, ATP luminescence, 38.5C; percent above DMSO median, 100 means doubled. growth rescue, % at 18.8 µM;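 active means every valid replicate shows activation above 250% relative to neutral control wells; inactive means the rest, any valid replicate at or below 250%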;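 further: OY570 slx delta 5 strain wells were the positive control but not used for scaling; some compounds called inactive have numbers as strong as hits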
PKA-R1A activ – PKA-R1A complex activation | PKA-R1A dissociation, Cy5-IP20 fluorescence polarization; scaled: DMSO 0%, 113 µM cGMP 100% | activation, % at 11.4 µM | 0.083% of 340,000 active | AID 504707;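 active means percent activation above the mean of all tested compounds plus 3 SD, cut at about 19% in these data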;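 further: higher means more PKAc released from R1A so a rise in polarization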
phage Ecoli inh – E. coli growth loss with phage present | growth absorbance | inhibition, % at 11.9 µM | 0.26% of 360,000 active | AID 651602; in the data active means inhibition above about 11%
PKA-R2B activ – activators of human PKA-R2B complex | AID 504700 | activation, % at 11.4 µM | 0.079% of 340,000 active | PKA-R2B holoenzyme dissociation, Cy5-IP20 fluorescence polarization; R2B truncated from residue 108, S112A mutant; 0% DMSO only, 100% 113 µM cGMP | P22694+P31323;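 active means activation above a cutoff set at the mean over all compounds plus 3 SD, cut at about 18% in these data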;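 further: higher means more holoenzyme dissociation and a rise in polarization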
Target sequence (P31323 whole entry, looked up, other chains not shown, the tested form may be a part): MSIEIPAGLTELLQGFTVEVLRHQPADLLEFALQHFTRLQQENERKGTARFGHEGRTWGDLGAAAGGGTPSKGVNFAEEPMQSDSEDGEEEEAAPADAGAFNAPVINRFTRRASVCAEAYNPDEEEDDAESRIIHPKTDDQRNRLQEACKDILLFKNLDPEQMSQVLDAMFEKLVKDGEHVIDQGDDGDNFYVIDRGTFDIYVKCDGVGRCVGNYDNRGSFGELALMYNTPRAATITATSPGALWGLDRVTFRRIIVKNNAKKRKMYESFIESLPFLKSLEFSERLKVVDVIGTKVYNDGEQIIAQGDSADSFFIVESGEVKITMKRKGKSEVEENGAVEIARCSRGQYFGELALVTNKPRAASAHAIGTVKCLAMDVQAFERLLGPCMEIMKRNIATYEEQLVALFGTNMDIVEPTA
HTR5A ag – HTR5A agonism, opioid heterodimer counter-screen; activation, % at 9.3 µM; P47898; AID 504692; HTR5A agonist assay, luminescence, cell-based; 0.61% of 340,000 active; in the data active means activation mostly above about 9.5%, no sharp cut-off; inactive means mostly below about 7.6%;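 further: 0% = cells with vehicle only and 100% = reference agonist; strong numbers were not always called active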
Target sequence (P47898 whole entry, looked up): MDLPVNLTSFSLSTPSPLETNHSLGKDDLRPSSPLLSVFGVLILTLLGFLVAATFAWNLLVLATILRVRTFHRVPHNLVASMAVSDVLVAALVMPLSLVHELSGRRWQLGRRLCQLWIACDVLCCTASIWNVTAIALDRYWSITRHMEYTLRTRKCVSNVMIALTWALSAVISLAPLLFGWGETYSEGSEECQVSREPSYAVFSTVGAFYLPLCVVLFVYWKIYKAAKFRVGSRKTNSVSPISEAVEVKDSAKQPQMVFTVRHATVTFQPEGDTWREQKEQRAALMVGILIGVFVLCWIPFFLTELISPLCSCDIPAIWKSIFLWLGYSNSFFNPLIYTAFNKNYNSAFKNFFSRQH
HTR5A inv ctr – inverse agonist of human HTR5A in OPRM1-OPRD1 counter-screen. P47898. HTR5A cell line, luminescence, inverse agonism. inhibition, % at 9.3 µM. 0.083% of 340,000 active. AID 504634; in the data active means inhibition mostly above about 23%, no sharp cut-off; inactive means mostly below about 18%;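 further: 0% = cells with DMSO and 100% = no-cell wells with DMSO; some compounds called inactive have numbers as strong as hits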
AddAB inh – less growth of phage-infected E. coli with AddAB; E. coli expressing H. pylori AddAB, absorbance growth; inhibition, % at 11.9 µM; 0.29% of 330,000 active; AID 435030; in the data active means inhibition above about 12%;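 further: 0% = vehicle wells of infected cells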
Ecoli viability – counter-screen for AddAB inhibitors: E. coli growth inhibition | E. coli V3065 growth, OD600 absorbance, 18 h | inhibition, % at 11.9 µM | 0.27% of 330,000 active;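 active means inhibition above the campaign's mean inhibition across all tested compounds plus 3 SD, cut at about 9.9% in these data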;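 further: uninfected addAB+ strain grown without phage in ampicillin broth; 0% = DMSO wells and 100% = ciprofloxacin 0.95 µg/ml wells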
Tat transport – E. coli Tat transport inhibition; E. coli MC4100 TorA-mCherry Tat export, fluorescence; inhibition, % at 10 µM; 0.036% of 340,000 active;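 active means mean replicate inhibition at least 50% and at least half of replicates individually reaching 50%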;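 further: exported cargo escapes ClpAP degradation while cytoplasmic cargo is degraded and loses fluorescence; 0% = median of neutral control wells and 100% = median of NaSCN control wells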
Active calls of the source: *; nt = no result given.

no.	smiles	DAGLB inhibitor	CDK5 inh	SUMO Mot1 rescue	PKA-R1A activ	phage Ecoli inh	PKA-R2B activ
1	CCOC(=O)C(C(=O)OCC)C(Nc1ccc(Br)cc1)c1ccccc1 (stereo not drawn)	6	-0.5	48	2	2.6	-9
2	Cc1ccc(OCC(=O)NCCNC(=O)c2cccnc2)cc1C	-1	-0.2	-8	5	1.7	-3
3	Cc1cc(C2N=C(N)Nc3nc4ccccc4n32)c(C)n1-c1ccccc1Cl (stereo not drawn)	3	0.2	-26	-6	3.1	-5
4	CCOC(=O)c1sc(NC(=O)c2ccc(S(=O)(=O)N3CCCCC3)cc2)nc1-c1ccccc1	-3	1.1	-10	5	3.8	-1
5	CC(NC(=O)COC(=O)COc1cccc2c1OC(C)(C)C2)c1ccccc1 (stereo not drawn)	-2	0.9	8	-3	4.5	-3
6	N#C/C(=N\O)c1nc2ccccc2s1	1	-1.0	-12	-7	3.3	0
7	COc1c2c(nc3occc13)C(CCC(C)(C)O)(OC)C(O)CC2 (stereo not drawn)	-5	0.8	2	1	0.9	11
8	CSc1ncccc1C(=O)Nc1ccc(S(=O)(=O)Nc2nccs2)cc1	0	-0.5	-14	8	2.4	-3
9	CCC(C)[C@H](NC(=O)Nc1ccc(S(N)(=O)=O)cc1)C(=O)OC (stereo partly drawn)	1	-1.7	743*	-2	5.1	-16
10	COc1cc(-n2c(C)nc3cc(C(=O)O)ccc32)cc(OC)c1OC	-1	-0.9	4	-8	1.2	5
11	CN(C)c1cccc(C(=O)Nc2nnc(Cc3ccccc3)s2)c1	1	-0.5	14	-6	3.6	6
12	O=C(c1cc(=O)[nH]c2ccccc12)N1CC=C(c2ccccc2)CC1	-1	0.4	35	3	-0.1	-14
13	CC(=O)c1ccc(NC(=O)C(C)OC(=O)/C=C/c2ccco2)cc1 (stereo not drawn)	0	-0.7	-10	-11	2.4	2
14	CC1CC(C)CN(CCOc2cccc3ccccc23)C1 (stereo not drawn)	-5	2.1	3	0	2.0	-2
15	Cc1cc(C)n(-c2nc3ccccc3nc2N2CCCCCC2)n1	0	0.8	nt	0	0.1	-4

no.	HTR5A ag	HTR5A inv ctr	AddAB inh	Ecoli viability	Tat transport
1	-8	-3	-2.6	-0.3	-3
2	-1	-15	3.1	-1.8	-3
3	-6	16	1.1	-0.4	1
4	2	-5	1.0	0.5	1
5	0	-2	1.3	-0.1	-1
6	-3	9	4.2	1.4	-7
7	0	-9	1.3	-2.0	1
8	9	1	2.6	2.2	0
9	-1	3	1.9	-0.8	-9
10	2	-6	-2.9	0.9	-2
11	-3	7	0.1	-0.4	3
12	-1	21	1.8	-0.1	7
13	-1	4	1.1	2.7	-15
14	2	-6	2.0	0.2	-3
15	1	3	-1.0	-0.8	10

The list goes on:
no.	smiles	DAGLB inhibitor	CDK5 inh	SUMO Mot1 rescue	PKA-R1A activ	phage Ecoli inh	PKA-R2B activ
16	COc1ccc(OC)c(NC(=O)CSC2=NN3CCCC(=O)N=C3S2)c1	0	2.7	3	-1	4.4	3
17	O=C(Nc1ccc2oc(-c3ccccc3F)nc2c1)c1cncc(Br)c1	-1	1.8	51	6	2.8	-3
18	CC(=O)c1cccc(NC(=O)NC2CC(=O)N(c3ccc4c(c3)OCCO4)C2)c1 (stereo not drawn)	-1	-0.1	5	-9	5.0	-11
19	CCCCCNC(=O)c1ccc2c(=O)n(CCOC)c(=O)[nH]c2c1	-1	-0.7	-9	-8	0.0	-7
20	Cc1ccsc1C(=O)NCCc1nnc2ccccn12	-2	1.1	-2	-2	3.8	-5
21	C(=N\N1CCOCC1)/c1cn(-c2ccccc2)nc1-c1ccccc1	-1	0.5	16	-6	5.5	4
22	Cc1ccc(S(=O)(=O)Nc2nc3ccccc3s2)cc1	7	1.0	77	-8	3.5	-2
23	O=C(CN1CCC(NC(=O)c2ccccc2Cl)CC1)NCc1ccco1	-1	-0.3	-1	4	4.9	-2
24	CC1CCCN(CC(=O)Nc2ccc(S(=O)(=O)N3CCCCCC3)cc2)C1 (stereo not drawn)	-1	-2.1	3	3	2.5	-2
25	COc1ccc(-c2onc3ccc(Cl)cc23)cc1	-10	1.8	-4	-1	1.9	-12
26	COc1ccc(N2CCN(C(=O)CSc3nnc4nc(C)cc(C)n34)CC2)cc1	0	-0.7	-7	-6	nt	3
27	Cc1ccc(NC(=O)N2CCC(NC(=O)c3cccc(C)c3)CC2)cc1	-1	0.1	-6	8	3.3	-8
28	CCC(NC(=O)CSc1nnnn1C1CC1)c1ccc(Br)cc1 (stereo not drawn)	-1	1.1	-13	-3	2.8	-1
29	Cc1cccc(NC(=O)c2sccc2-n2cccc2)c1C	-7	-2.0	-34	-1	1.6	9
30	CC(C)c1ccc2c(c1)[C@H]1OCC[C@H]1[C@@H](c1cccs1)N2	-7	-2.5	16	-1	2.8	-4

no.	HTR5A ag	HTR5A inv ctr	AddAB inh	Ecoli viability	Tat transport
16	-2	13	1.0	-2.3	-4
17	0	1	3.8	-2.0	-6
18	-2	6	0.3	0.5	-5
19	1	-10	0.7	2.3	-1
20	0	-4	2.5	1.8	-6
21	2	-7	0.2	-1.3	-4
22	4	4	0.4	0.1	-4
23	-2	4	2.5	0.1	-1
24	0	1	3.8	-0.2	-4
25	1	-18	-0.7	-2.2	-2
26	-2	-9	0.8	0.1	1
27	6	-16	5.4	0.8	4
28	2	11	-0.8	-1.8	-6
29	0	-11	0.8	-3.0	3
30	0	29	0.8	-1.2	-4

Filtered by structure, the entries above containing an NH in an aromatic ring
no.	smiles	DAGLB inhibitor	CDK5 inh	SUMO Mot1 rescue	PKA-R1A activ	phage Ecoli inh	PKA-R2B activ
12	O=C(c1cc(=O)[nH]c2ccccc12)N1CC=C(c2ccccc2)CC1	-1	0.4	35	3	-0.1	-14
19	CCCCCNC(=O)c1ccc2c(=O)n(CCOC)c(=O)[nH]c2c1	-1	-0.7	-9	-8	0.0	-7

no.	HTR5A ag	HTR5A inv ctr	AddAB inh	Ecoli viability	Tat transport
12	-1	21	1.8	-0.1	7
19	1	-10	0.7	2.3	-1

The list continues.
no.	smiles	DAGLB inhibitor	CDK5 inh	SUMO Mot1 rescue	PKA-R1A activ	phage Ecoli inh	PKA-R2B activ
31	CCCC1C(C#N)=C(N)Oc2cc(C)n(C)c(=O)c21 (stereo not drawn)	-5	0.5	42	-1	0.6	17
32	COc1cc(CCC(=O)OCC(=O)NC(=O)c2ccc(Cl)cc2)cc(OC)c1OC	0	-2.4	-1	0	5.7	-2
33	COC(=O)c1cccc(NC(=O)CSc2nc(C)cc(=O)[nH]2)c1	3	0.9	-6	3	2.3	1
34	O=C(Nc1ccc(S(=O)(=O)NCc2ccccc2)cc1)c1ccccc1[N+](=O)[O-]	0	-1.6	192	12	4.9	8
35	O=C(c1ccco1)N(Cc1cccc([N+](=O)[O-])c1)c1ccc(Br)cc1	-3	0.4	-23	-20	3.2	-3
36	Cc1ccccc1N1C(=O)c2ccccc2NC1c1ccncc1 (stereo not drawn)	2	0.0	85	8	2.1	-4
37	CCOC(=O)c1ccc(Oc2nc(NC)nc(OC)n2)cc1	-4	1.7	nt	3	1.6	-6
38	COC(=O)C1=C(CCc2ccccc2)NC(=O)NC1c1ccc(Cl)cc1 (stereo not drawn)	2	-0.2	3	-12	2.1	-6
39	Cc1ccc(S(=O)(=O)Nc2ccc(O)c(Sc3ncn[nH]3)c2)cc1	0	-0.9	-25	-1	3.2	-2
40	Cc1ccc(NS(=O)(=O)c2cccs2)nc1	-3	-1.2	-5	1	3.3	-5
41	O=Nc1ccc(O)c2ncccc12	-1	-0.7	-15	-4	1.6	-5
42	COc1cccc(/C=N/NC(=O)CSc2nnc(C)n2-c2ccccc2)c1OC	-1	0.2	2	3	2.1	-6
43	CN(C(=O)CCN1C(=O)C2C3C=CC(C3)C2C1=O)c1ccccc1 (stereo not drawn)	2	0.0	10	1	1.3	2
44	O=[N+]([O-])c1ccc(S(=O)(=O)N/N=C/c2ccc3c(c2)OCO3)cc1	-1	0.6	-5	4	3.0	-1
45	CCn1c(CNC(=O)c2ccco2)nnc1SCC(=O)Nc1ccc(Br)cc1F	3	1.6	-4	-2	4.0	-4

no.	HTR5A ag	HTR5A inv ctr	AddAB inh	Ecoli viability	Tat transport
31	5	-29	1.6	0.5	4
32	1	-8	1.3	-3.1	-8
33	0	-14	-1.3	-0.7	1
34	-1	20	2.9	-1.0	4
35	1	-2	-3.8	-3.2	-2
36	1	1	0.3	0.0	-9
37	0	3	2.5	3.0	5
38	0	1	1.8	-2.4	17
39	-2	-1	0.0	-1.9	10
40	3	-23	2.4	1.8	9
41	-4	17	12*	12*	5
42	-2	8	1.3	0.6	5
43	0	8	0.8	2.7	-1
44	7	-16	0.3	1.2	0
45	2	7	0.5	-1.1	18

Copied from the list:
SUMO Mot1 rescue result of `CCn1c(CNC(=O)c2ccco2)nnc1SCC(=O)Nc1ccc(Br)cc1F` : -4
phage Ecoli inh result of `O=Nc1ccc(O)c2ncccc12` : 1.6
SUMO Mot1 rescue result of `COc1cccc(/C=N/NC(=O)CSc2nnc(C)n2-c2ccccc2)c1OC` : 2
PKA-R1A activ result of `Cc1ccc(NS(=O)(=O)c2cccs2)nc1` : 1
SUMO Mot1 rescue result of `O=C(c1ccco1)N(Cc1cccc([N+](=O)[O-])c1)c1ccc(Br)cc1` : -23

Continuation.
no.	smiles	DAGLB inhibitor	CDK5 inh	SUMO Mot1 rescue	PKA-R1A activ	phage Ecoli inh	PKA-R2B activ
46	O=C(c1cc2ccccc2o1)N1CCN(S(=O)(=O)/C=C/c2ccccc2)CC1	-2	2.1	-12	7	2.7	-3
47	CCOC(=O)N1CCN(C(=O)c2ccc3c(=O)n(CC4CCCO4)c(=S)[nH]c3c2)CC1 (stereo not drawn)	2	-0.8	-8	7	1.9	4
48	Nc1nonc1C(=O)NCCNc1ncccc1[N+](=O)[O-]	-1	-9.4	3	-16	2.1	-11
49	Cc1ccc(NC(=O)C2CCN(S(=O)(=O)c3c(C)n[nH]c3C)CC2)c(C)c1	-4	1.6	5	10	2.4	-3
50	CC(C)N(C1=N/C(=C\c2ccco2)C(=O)N1c1ccccc1)C(C)C	4	0.2	-7	-2	1.4	-9
51	O=C(CN1CCCCC1)Nc1cccc2c1OCO2	-2	1.1	-10	3	1.9	-3
52	CC(C)=CCN1CCN(Cc2cc(F)ccc2-n2nc(C)cc2C)CC1CCO (stereo not drawn)	-1	-0.3	39	6	4.0	4
53	COc1ccc(C(=O)c2ccc(CC#N)s2)cc1	0	-0.4	-4	-1	0.5	7
54	COc1ccc(C2=NN(c3nc(-c4ccccc4)c(CC(=O)O)s3)C(c3ccco3)C2)cc1 (stereo not drawn)	4	1.0	-5	6	1.6	-7

no.	HTR5A ag	HTR5A inv ctr	AddAB inh	Ecoli viability	Tat transport
46	1	6	-1.1	0.7	1
47	-4	2	4.3	-1.9	-3
48	3	-8	1.7	0.9	-1
49	1	7	2.9	-1.0	-7
50	-5	18	0.6	0.7	-6
51	-10	-1	1.0	0.3	1
52	-3	16	-0.9	1.2	-1
53	3	-9	2.1	-0.3	-4
54	-5	11	2.1	-1.3	-6

The order is random; 2.3% or so of the library scored in one or more.
